# EZH2 inh – EZH2/PRC2 methyltransferase inhibitors, primary screen, biochemical, DELFIA time-resolved fluorescence, single point. Histone-lysine N-methyltransferase EZH2 (Homo sapiens), Q15910. PRC2 H3K27 methylation, DELFIA TRF, 1 h. inhibition, % at 12.5 µM. actives 0.35% (n = 57,000). AID 651548, 2012;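 active = mean inhibition of replicates at least 50% and every single replicate also reaching 50%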;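 also: dimethyl H3K27 on biotinylated H3 21-44 peptide detected by antibody; plate controls were median neutral control wells for no effect and median positive control wells for full effect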
# Target sequence (Q15910 whole entry, looked up): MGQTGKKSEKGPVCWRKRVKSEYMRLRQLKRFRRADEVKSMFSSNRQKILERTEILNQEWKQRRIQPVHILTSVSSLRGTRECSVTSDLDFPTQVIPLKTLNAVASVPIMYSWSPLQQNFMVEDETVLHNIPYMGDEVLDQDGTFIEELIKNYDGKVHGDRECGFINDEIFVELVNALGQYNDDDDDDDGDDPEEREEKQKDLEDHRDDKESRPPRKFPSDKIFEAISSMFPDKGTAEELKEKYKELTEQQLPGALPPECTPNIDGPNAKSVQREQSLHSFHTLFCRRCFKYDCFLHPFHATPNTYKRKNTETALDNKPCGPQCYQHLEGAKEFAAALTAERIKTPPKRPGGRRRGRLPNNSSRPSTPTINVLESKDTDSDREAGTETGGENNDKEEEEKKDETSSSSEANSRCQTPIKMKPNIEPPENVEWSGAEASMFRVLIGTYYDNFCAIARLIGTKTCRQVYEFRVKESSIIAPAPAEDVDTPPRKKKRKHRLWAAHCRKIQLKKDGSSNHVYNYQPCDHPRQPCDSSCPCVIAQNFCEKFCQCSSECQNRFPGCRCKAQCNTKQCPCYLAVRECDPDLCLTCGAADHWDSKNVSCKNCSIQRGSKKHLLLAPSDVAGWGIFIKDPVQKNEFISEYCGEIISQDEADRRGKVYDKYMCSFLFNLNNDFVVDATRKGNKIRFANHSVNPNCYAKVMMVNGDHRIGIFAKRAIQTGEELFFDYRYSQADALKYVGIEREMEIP
# IDH1 mut inh – inhibitors of IDH1 R132H reductase, primary screen, biochemical, plate reader, single point; Isocitrate dehydrogenase [NADP] cytoplasmic (Homo sapiens), O75874; diaphorase/resazurin fluorescence, 60 min; inhibition, % at 10 µM; actives 0.18% (n = 70,000); in the data active = inhibition above about 34%;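 also: 0% = DMSO and 100% = no enzyme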
# Numbers without * were called inactive; · = no result given. Not all compounds are listed. The share of hits here may be higher or lower than overall.
# Results follow in this order: EZH2 inh, IDH1 mut inh
> C[C@@H]1CN([C@H](C)CO)C(=O)c2cc(NC(=O)c3ccccc3)ccc2O[C@@H](C)CCCCO[C@@H]1CN(C)C(=O)Cc1ccccc1
→ ·, -1.7
> COc1ccc(NC(=O)N(C)C[C@H]2Oc3ccc(NS(=O)(=O)c4ccccc4)cc3C(=O)N([C@H](C)CO)C[C@@H]2C)cc1
→ ·, -0.8
> C[C@H]1CN([C@@H](C)CO)C(=O)c2cc(-c3ccc(F)cc3)cnc2O[C@@H]1CN(C)C(=O)c1ccccc1F
→ -4, 1.0
> C[C@H](CO)N1C[C@H](C)[C@H](CN(C)S(=O)(=O)c2ccccc2)Oc2ccc(NS(=O)(=O)c3cccs3)cc2C1=O
→ ·, 1.0
> COc1ccc2[nH]c(I)c(CCNC(C)=O)c2c1
→ 7, -1.3
> C[C@@H]1CCCCO[C@H](CN(C)C(=O)Nc2ccc3c(c2)OCO3)[C@@H](C)CN([C@@H](C)CO)C(=O)c2cc(NC(=O)CCC(F)(F)F)ccc2O1
→ ·, 23
> Cc1cc(C(=O)Nc2cccc3c2O[C@@H](CN(C)C(=O)Nc2ccc(F)cc2)[C@@H](C)CN([C@H](C)CO)C3=O)n(C)n1
→ 0, 1.2
> O=C(C[C@@H]1CC[C@H](NC(=O)Nc2ccc3c(c2)OCO3)[C@H](CO)O1)NCc1ccc(Cl)cc1
→ 5, 0.1
> Cc1ccc(NC(=O)c2ccc(OC(=O)CCN3C(=O)c4ccccc4C3=O)cc2)cc1
→ -2, -0.2
> CCCC#Cc1cnc2c(c1)C(=O)N([C@H](C)CO)C[C@@H](C)[C@@H](CN(C)C(=O)c1cnccn1)O2
→ -11, -0.1
> CO[C@@H]1CN(C)C(=O)c2cc(NS(=O)(=O)c3ccc(Cl)cc3)ccc2OC[C@H](C)N(C(=O)NC(C)C)C[C@@H]1C
→ 2, -0.2
> C[C@@H]1CN([C@H](C)CO)C(=O)c2cccc(NC(=O)Nc3ccccc3)c2O[C@H]1CN(C)Cc1ccc(C(=O)O)cc1
→ ·, 1.4
> Cc1oc2nc(SCC(=O)NC3CCCCC3)nc(N)c2c1C
→ 6, -0.2
> Cc1noc(C)c1S(=O)(=O)N(C)C[C@H]1OCc2cnnn2CCCC(=O)N([C@H](C)CO)C[C@@H]1C
→ ·, 0.8
> O=C(C[C@H]1CC[C@@H](NC(=O)c2ccc3c(c2)OCO3)[C@H](CO)O1)NCc1ccc(F)cc1
→ 3, 0.0
> C[C@H](CO)N1C[C@H](C)[C@H](CN(C)C(=O)Nc2ccc(F)cc2)OCCCC[C@H](C)Oc2ccc(N(C)C)cc2C1=O
→ -1, ·
> COc1cccc(NC(=O)Nc2ccc3c(c2)C(=O)N(C)C[C@@H](OC)[C@H](C)CN[C@@H](C)CO3)c1
→ 2, -0.5
> C[C@H](CO)N1C[C@H](C)[C@H](CN(C)C)Oc2c(NS(C)(=O)=O)cccc2C1=O
→ -9, 2.6
> Cc1ccccc1NC(=O)c1ccc(C)c(S(=O)(=O)Nc2cc([N+](=O)[O-])ccc2C)c1
→ 17, -1.2
> O=C(NCC[C@H]1CC[C@@H](NC(=O)c2cccnc2)[C@H](CO)O1)Nc1ccc(C(F)(F)F)cc1
→ 0, 0.1

# A draw from above in order of molar mass, smallest number first:
# Results follow in this order: EZH2 inh, IDH1 mut inh
> COc1ccc2[nH]c(I)c(CCNC(C)=O)c2c1
→ 7, -1.3
> Cc1ccccc1NC(=O)c1ccc(C)c(S(=O)(=O)Nc2cc([N+](=O)[O-])ccc2C)c1
→ 17, -1.2
> CCCC#Cc1cnc2c(c1)C(=O)N([C@H](C)CO)C[C@@H](C)[C@@H](CN(C)C(=O)c1cnccn1)O2
→ -11, -0.1

# Next section.
# Results follow in this order: EZH2 inh, IDH1 mut inh
> CCC(=O)Nc1ccc(Cl)c(NC(=O)COc2ccccc2C)c1
→ -17, -0.3
> O=C(N[C@H]1CC[C@@H](CCn2cc(-c3ccccn3)nn2)O[C@H]1CO)c1ccncc1
→ 5, -0.1
> CCCN1C[C@H](C)[C@H](OC)CN(C)C(=O)c2cc(NC(=O)CC)ccc2OC[C@H]1C
→ 14, 0.0
> O=C(CSc1n[nH]c(-c2ccc(Cl)cc2)n1)Nc1c(F)cc(F)cc1Br
→ 4, -0.3
> CO[C@H]1CN(C)C(=O)c2ccc(NS(=O)(=O)c3ccc(Cl)cc3)cc2OC[C@@H](C)NC[C@H]1C
→ 13, 93*
> C[C@@H]1CN([C@@H](C)CO)C(=O)Cc2cc(NC(=O)Nc3ccc4c(c3)OCO4)ccc2O[C@@H]1CN(C)Cc1ccccc1
→ -14, 0.6
> Cc1noc(C)c1NC(=O)N(C)C[C@@H]1OCCCC[C@@H](C)Oc2ccc(NS(=O)(=O)c3ccccc3)cc2C(=O)N([C@@H](C)CO)C[C@H]1C
→ ·, 0.0
> C[C@@H]1CN([C@H](C)CO)C(=O)c2cc(NC(=O)Nc3cccc4ccccc34)ccc2O[C@@H]1CN(C)S(C)(=O)=O
→ ·, -1.1
> CC(C)NC(=O)N(C)C[C@@H]1Oc2ncc(C#CCN(C)C)cc2C(=O)N([C@H](C)CO)C[C@@H]1C
→ 0, 0.5
> COCC(=O)N[C@H]1CC[C@H](CC(=O)NCc2ccc(Cl)cc2)O[C@H]1CO
→ 13, 0.5
> CS(=O)(=O)Nc1ccc2c(c1)[C@@H]1C[C@@H](CC(=O)NCCN3CCCCC3)O[C@H](CO)[C@@H]1O2
→ 1, 0.4
> C[C@@H]1CN([C@@H](C)CO)C(=O)Cc2cc(NC(=O)Cc3cn(C)c4ccccc34)ccc2O[C@H]1CN(C)S(=O)(=O)c1ccccc1
→ ·, -0.2
> C[C@@H]1CN([C@H](C)CO)C(=O)c2cccc(NS(=O)(=O)c3ccc(F)cc3)c2O[C@@H]1CN(C)C(=O)Nc1ccccc1
→ ·, -3.1
> C[C@@H]1CN([C@@H](C)CO)C(=O)c2cccc(NC(=O)NC3CCCCC3)c2O[C@@H]1CN(C)Cc1ccc2c(c1)OCO2
→ -3, ·
> COc1ccccc1NC(=O)Cn1nc(-c2cccc([N+](=O)[O-])c2)c2ccccc2c1=O
→ 6, 0.0
> Cc1ccc(NS(=O)(=O)c2cc(C(=O)Nc3ccccc3C(=O)N3CCOCC3)ccc2Cl)c(C)c1
→ -2, -0.2
> CC(C)NC(=O)N(C)C[C@@H]1Oc2cc(C#C[C@@H](C)O)ccc2S(=O)(=O)N([C@@H](C)CO)C[C@@H]1C
→ 0, 4.4
> CCOc1ccccc1-c1nc(SCC(=O)N2c3ccccc3Sc3ccccc32)n[nH]1
→ 2, 0.1
> CN(C)C(=O)c1ccc(-c2cccc(-c3nc(C(=O)NC4CCC4)cc4c3[C@@H](CCO)N([S@](=O)C(C)(C)C)C4)c2)cc1
→ -10, -0.2
> COc1ccc(OC)c(S(=O)(=O)Nc2ccc(NC(C)=O)cc2)c1
→ -12, 0.1
> CCN(CC)C(=O)c1sc(NC(=S)Nc2cnccn2)c(C(=O)OC)c1C
→ 1, 0.3
> O=C(NCC[C@@H]1CC[C@H](NC(=O)C2CCCC2)[C@@H](CO)O1)c1cnccn1
→ 6, -0.1
> CN(C)C(=O)C[C@H]1CC[C@@H](NC(=O)C2CC2)[C@H](CO)O1
→ 3, 0.3
> C[C@H]1CN([C@@H](C)CO)C(=O)c2ccccc2-c2ccccc2CO[C@H]1CN(C)S(=O)(=O)c1ccccc1C#N
→ -2, ·
> CCCNC(=O)Nc1ccc2c(c1)OC[C@H](C)N(Cc1ccc(-c3ccccn3)cc1)C[C@@H](C)[C@H](OC)CN(C)C2=O
→ -10, -0.3
> COc1ccc(S(=O)(=O)Nc2ccc3c(c2)C(=O)N([C@@H](C)CO)C[C@H](C)[C@H](CN(C)Cc2ccc4c(c2)OCO4)O3)cc1
→ ·, -0.3
> CO[C@@H]1CN(C)C(=O)c2cc(NC(=O)c3ccc(F)cc3)ccc2OC[C@@H](C)N(C(=O)c2ccc(F)cc2)C[C@@H]1C
→ -10, 0.0
> C[C@H]1CN([C@@H](C)CO)C(=O)c2cc(NS(=O)(=O)c3ccc(F)cc3)ccc2O[C@H]1CN(C)CC1CCCCC1
→ -5, 3.8
> C[C@H](CO)N1C[C@H](C)[C@@H](CN(C)Cc2ccc(C(F)(F)F)cc2)Oc2ccc(NC(=O)NC3CCCCC3)cc2C1=O
→ ·, -0.3
> C[C@@H]1CN([C@@H](C)CO)C(=O)Cc2cc(NC(=O)Nc3ccc(C(F)(F)F)cc3)ccc2O[C@@H]1CN(C)Cc1ccc(C(=O)Nc2ccccc2N)cc1
→ -104, ·
> O=C(C[C@@H]1CC[C@@H](NC(=O)Nc2cc(F)ccc2F)[C@H](CO)O1)NCCCN1CCOCC1
→ 11, -0.1
> CNC[C@H]1Oc2ccc(NS(=O)(=O)c3c(C)noc3C)cc2C(=O)N([C@H](C)CO)C[C@H]1C
→ ·, 4.3
> O=C(NC1CCCCC1)N[C@H]1C=C[C@@H](CC(=O)N2CCOCC2)O[C@@H]1CO
→ -10, -0.3
> COc1ccc(N(CC(=O)Nc2ccc(Br)c(Cl)c2)S(C)(=O)=O)cc1Cl
→ 7, -0.7
> COc1ccc(NC(=O)Nc2ccc3c(c2)CC(=O)N([C@H](C)CO)C[C@@H](C)[C@H](CN(C)Cc2ccc(Cl)c(Cl)c2)O3)cc1
→ ·, 0.4
> CCC(=O)N(C)C[C@@H]1Oc2ncc(C#Cc3ccncc3)cc2C(=O)N([C@H](C)CO)C[C@H]1C
→ -3, 5.3
> C[C@@H]1CCCCO[C@@H](CN(C)Cc2ccc(Cl)c(Cl)c2)[C@@H](C)CN([C@H](C)CO)C(=O)c2cc(NC(=O)CCCN(C)C)ccc2O1
→ ·, 0.9
> C[C@H]1CN([C@@H](C)CO)C(=O)c2c(c3ccccc3n2C)-c2ccccc2CO[C@H]1CN(C)S(=O)(=O)CC(F)(F)F
→ -13, -0.1
> C[C@H](CO)N1C[C@H](C)[C@H](CN(C)C(=O)Nc2cccc3ccccc23)OCCCC[C@H](C)Oc2ccc(NS(=O)(=O)c3cn(C)cn3)cc2C1=O
→ ·, 0.6
> C[C@@H]1CN([C@@H](C)CO)C(=O)c2cccc(NC(=O)NC3CCCCC3)c2O[C@H]1CN(C)C(=O)Nc1ccc2c(c1)OCO2
→ ·, 0.7

# Molecules from the list above that contain an aryl thioether with sulfur outside any ring:
# Results follow in this order: EZH2 inh, IDH1 mut inh
> Cc1oc2nc(SCC(=O)NC3CCCCC3)nc(N)c2c1C
→ 6, -0.2
> O=C(CSc1n[nH]c(-c2ccc(Cl)cc2)n1)Nc1c(F)cc(F)cc1Br
→ 4, -0.3
> CCOc1ccccc1-c1nc(SCC(=O)N2c3ccccc3Sc3ccccc32)n[nH]1
→ 2, 0.1

# (cont.)
# Results follow in this order: EZH2 inh, IDH1 mut inh
> COC(=O)C[C@H]1C[C@H]2c3cc(NS(=O)(=O)c4ccc(OC)cc4)ccc3O[C@H]2[C@@H](CO)O1
→ 1, -4.1
> CC1(C)CC(n2c(SCC(=O)c3ccc(Cl)cc3)nc3ccccc3c2=O)CCO1 (stereo not drawn)
→ 0, 0.4
> Cc1nnc(SCC(=O)Nc2cc(C(F)(F)F)ccc2N2CCOCC2)o1
→ -4, -0.5
> O=C1O[C@@H](c2ccccc2)[C@@H](c2ccccc2)N2[C@@H](c3ccc(O)cc3)[C@]3(C(=O)Nc4ccccc43)[C@@H](C(=O)O)[C@H]12
→ -6, ·
> O=c1c2cn[nH]c2nc(SCc2ccc3c(c2)OCCO3)n1-c1ccccc1
→ -18, -0.2
> O=C(CNS(=O)(=O)c1cc(Cl)ccc1Cl)Nc1ccc(Cl)cc1
→ -7, 0.4
> COc1ccccc1-n1nnnc1SCC(=O)Nc1cc(OC)c(OC)c(OC)c1
→ -1, -0.2
> CCCNC(=O)N1C[C@H](C)[C@H](OC)CN(C)C(=O)c2cc(NC(=O)C3CCC3)ccc2OC[C@H]1C
→ 0, -0.4
> COCC#Cc1ccc2c(c1)O[C@@H](CN(C)S(=O)(=O)c1cccc(F)c1)[C@H](C)CN([C@@H](C)CO)S2(=O)=O
→ -3, -1.4
> Cc1noc(C)c1S(=O)(=O)Nc1cccc2c1O[C@@H](CN(C)Cc1ccc(-c3ccccc3)cc1)[C@@H](C)CN([C@@H](C)CO)C2=O
→ ·, -1.8
> C[C@H](CO)N1C[C@H](C)[C@H](CN(C)S(=O)(=O)c2ccsc2)OCc2ccccc2-c2ccccc2C1=O
→ -9, -1.5
> COc1ccc(CN(C)C[C@H]2Oc3c(NS(=O)(=O)c4ccc(OC)cc4)cccc3C(=O)N([C@@H](C)CO)C[C@@H]2C)cc1
→ ·, -0.9
> Cc1cc(Br)c(NC(=O)CSc2nnc(N)s2)cc1C
→ -11, 0.1
> COC(=O)c1cc(OC)c(OC)cc1NC(=O)CSc1nc2ccccc2o1
→ 1, 0.3
> O=C(C[C@H]1C=C[C@H](NS(=O)(=O)c2ccc(F)cc2)[C@H](CO)O1)NCCc1ccncc1
→ 4, 0.0
> C[C@H](CO)N1C[C@H](C)[C@H](CN(C)C(=O)c2ccccc2)OCc2ccccc2-c2ccccc2C1=O
→ -7, 1.7
> NC(=O)C1CCN(C(=O)CSc2nnnn2-c2ccccc2)CC1
→ -5, 0.0
> C[C@H](CO)N1C[C@H](C)[C@H](CN(C)C(=O)Nc2ccc3c(c2)OCO3)Oc2ccc(NC(=O)CCC(F)(F)F)cc2C1=O
→ 2, 0.4
> C[C@H]1CCCCO[C@@H](CN(C)C(=O)NC2CCCCC2)[C@@H](C)CN([C@@H](C)CO)C(=O)c2cc(NS(=O)(=O)c3ccc(F)cc3)ccc2O1
→ ·, 1.6

# Complete entries from above:
# `C[C@H](CO)N1C[C@H](C)[C@H](CN(C)C(=O)Nc2ccc3c(c2)OCO3)Oc2ccc(NC(=O)CCC(F)(F)F)cc2C1=O` across the screens: EZH2 inh: 2; IDH1 mut inh: 0.4
# `COC(=O)c1cc(OC)c(OC)cc1NC(=O)CSc1nc2ccccc2o1` across the screens: EZH2 inh: 1; IDH1 mut inh: 0.3

# Screening results as filed in PubChem.
